Source: PubChem
GLD-1 TGE inh: GLD-1/TGE RNA complex disruptors, primary screen, biochemical, fluorescence polarization. Female germline-specific tumor suppressor gld-1 (Caenorhabditis elegans), Q17339. purified GLD-1 + fluorescein TGE RNA. inhibition, % at 5.96 µM. actives 0.44% (n = 320,000). AID 2280, 2010;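 active = percent inhibition above a per-plate cutoff, the plate mean of test compounds plus 3 SD, cut at about 30% in these data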;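 note: 0% = DMSO wells with GLD-1 and probe and 100% = wells lacking GLD-1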
MCL1 BIM primary: inhibitors of MCL1 binding to BIM-BH3, primary screen, biochemical, fluorescence polarization; Induced myeloid leukemia cell differentiation protein Mcl-1 (Homo sapiens), Q07820; actives 0.68% (n = 320,000); inhibition, % at 10.9 µM; GST-MCL1 / FITC-Bim-BH3 fluorescence polarization;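 active = inhibition above the mean inhibition of all tested compounds plus 3 SD, set per campaign, cut at about 40% in these data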;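 note: 0% = DMSO wells and 100% = unlabeled Bim-BH3 peptide control; higher means more loss of mP so more displacement of Bim peptide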
PAFAH1B2 inh: PAFAH1B2 enzyme inhibitors, primary screen, biochemical, fluorescence polarization, human; AID 492953, 2010; actives 1.2% (n = 340,000); Platelet-activating factor acetylhydrolase IB subunit alpha2 (Homo sapiens), P68402; recombinant PAFAH1B2, FP-rhodamine activity probe; inhibition, % at 3.39 µM;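 active = inhibition above the mean of all tested compounds plus 3 SD, cut at about 24% in these data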;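 note: 0% = enzyme with DMSO and 100% = wells lacking PAFAH1B2; many of its hits are not listed in these tables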
Target sequence (P68402 whole entry, looked up): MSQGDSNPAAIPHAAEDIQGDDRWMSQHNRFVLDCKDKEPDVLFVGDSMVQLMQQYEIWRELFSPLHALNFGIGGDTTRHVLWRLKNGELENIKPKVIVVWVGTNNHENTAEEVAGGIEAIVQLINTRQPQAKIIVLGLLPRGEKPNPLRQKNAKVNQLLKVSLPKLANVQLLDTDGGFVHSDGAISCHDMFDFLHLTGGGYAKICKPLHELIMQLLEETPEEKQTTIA
MEX-5 binding: MEX-5 zinc finger RNA-binding disruptors – biochemical, C. elegans, fluorescence polarization, MLPCN library, primary screen. MEX-5/FITC-TCR2 RNA binding; stronger effect = lower value. activity score (negative = inhibition of binding), % at 10 µM. actives 0.38% (n = 300,000);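 active = inhibition past about -25% in most replicates, and total fluorescence under double the plate's negative control median, limit read from the data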;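 note: 0% = DMSO and -100% = 5 µM competing unlabeled TCR2 RNA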
pPAFAH FP inh: pPAFAH enzyme inhibitors, primary screen, biochemical, fluorescence polarization, human; Platelet-activating factor acetylhydrolase (Homo sapiens), Q13093; recombinant pPAFAH, FP-rhodamine probe fluorescence polarization; inhibition, % at 3.39 µM; actives 1.5% (n = 330,000);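 active = inhibition above the mean inhibition across the screen plus 3 SD, cut at about 25% in these data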;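 note: inhibitors block binding of the rhodamine activity-based probe so polarization drops; 0% = enzyme with DMSO and 100% = wells lacking pPAFAH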
Fam108B counter: mouse Fam108B serine hydrolase inhibitors, primary screen, counter-screen for RBBP9 inhibitor project, biochemical, fluorescence polarization | recombinant Fam108B, FP-Rh probe fluorescence polarization | inhibition, % at 9.51 µM | actives 0.33% (n = 300,000) | AID 1947, 2009;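 active = inhibition above the screen mean inhibition plus 3 SD, computed separately per campaign, cut at about 18% in these data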;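 note: inhibitors lower polarization as less probe binds the enzyme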
PME-1 primary: PME-1 inhibitors via competitive probe labeling, primary screen, biochemical, fluorescence polarization, FP-Rh probe, HTS. recombinant PME-1. inhibition, % at 5.9 µM. actives 0.53% (n = 320,000);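 active = inhibition above the campaign mean of all compounds plus 3 SD, cut at about 26% in these data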;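 note: competitive labeling of PME-1 active site by serine hydrolase directed probe; 0% = PME-1 with DMSO and 100% = wells lacking PME-1 enzyme; inhibitors block probe labeling so polarization falls and inhibition rises; many of its hits are not listed in these tables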
Bcl-xL primary: inhibitors of human Bcl-xL, primary screen, biochemical, fluorescence polarization, HTS | Bcl-2-like protein 1 (Homo sapiens), Q07817 | GST-Bcl-xL / FITC-Bim BH3 peptide fluorescence polarization | inhibition, % at 10.9 µM | actives 0.7% (n = 320,000) | AID 2129, 2009;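 active = inhibition above the mean of all tested compounds plus 3 SD, cutoff set per campaign, cut at about 30% in these data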;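 note: 0% = DMSO wells and 100% = unlabeled Bim-BH3 peptide competitor; inhibitors lower millipolarization by displacing the labeled peptide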
AHR activator: AHR activators, primary screen, cell-based, luminescence, luciferase reporter, human. actives 2.5% (n = 320,000). AHR-responsive luciferase reporter cells. activation, % at 5 µM. AID 2796, 2010. Aryl hydrocarbon receptor (Homo sapiens), P35869; in the data active = activation above about 47%;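 note: 0% = vehicle wells and 100% = reference agonist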
Target sequence (P35869 whole entry, looked up): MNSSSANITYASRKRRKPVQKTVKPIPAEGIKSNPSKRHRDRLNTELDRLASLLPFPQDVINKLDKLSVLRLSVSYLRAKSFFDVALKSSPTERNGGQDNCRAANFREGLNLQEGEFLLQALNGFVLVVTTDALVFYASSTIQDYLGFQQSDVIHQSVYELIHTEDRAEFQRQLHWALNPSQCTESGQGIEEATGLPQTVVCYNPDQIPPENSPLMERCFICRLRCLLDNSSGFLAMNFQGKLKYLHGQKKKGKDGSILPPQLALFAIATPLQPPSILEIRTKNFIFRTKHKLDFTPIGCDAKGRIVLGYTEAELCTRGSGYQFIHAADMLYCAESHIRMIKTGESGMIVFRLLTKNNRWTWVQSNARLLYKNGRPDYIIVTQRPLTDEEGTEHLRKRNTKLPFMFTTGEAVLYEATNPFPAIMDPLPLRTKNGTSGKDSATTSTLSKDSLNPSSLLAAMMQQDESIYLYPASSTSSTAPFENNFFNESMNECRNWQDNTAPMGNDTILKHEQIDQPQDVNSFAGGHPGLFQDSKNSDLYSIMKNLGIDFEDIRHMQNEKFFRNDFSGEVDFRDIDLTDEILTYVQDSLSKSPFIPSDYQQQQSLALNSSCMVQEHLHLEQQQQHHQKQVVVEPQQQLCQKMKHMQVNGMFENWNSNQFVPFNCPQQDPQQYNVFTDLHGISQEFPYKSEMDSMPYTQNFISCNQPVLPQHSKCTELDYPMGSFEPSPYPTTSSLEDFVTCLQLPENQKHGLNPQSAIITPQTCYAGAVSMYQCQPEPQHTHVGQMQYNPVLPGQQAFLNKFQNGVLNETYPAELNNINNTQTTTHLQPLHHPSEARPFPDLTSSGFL
The depositor's hits bear a star; · = not tested or not shown.

SMILES | GLD-1 TGE inh | MCL1 BIM primary | PAFAH1B2 inh | MEX-5 binding | pPAFAH FP inh | Fam108B counter | PME-1 primary | Bcl-xL primary | AHR activator
CCOC(=O)c1oc2ccc(CNCCO)c(Cl)c2c1C | -1 | 2 | -4 | 2.0 | 4 | -1 | 3 | 4 | 7
CN1/C(=C\C(=O)c2ccccc2Cl)c2ccccc2CC1(C)C | 4 | 6 | 2 | -5.3 | 4 | 6 | 2 | 1 | 7
COc1ccc(NC(=O)CSc2nnc(-c3ccccc3C)n2C)cc1 | 5 | 7 | 3 | -3.9 | -6 | -3 | -2 | 4 | 2
Cc1oc(C2CC2)cc1C(=O)O | -1 | 3 | 4 | -0.4 | 3 | -2 | 0 | 7 | -1
COc1cc(-c2cc(C(=O)NCc3ccc(S(N)(=O)=O)cc3)c3ccccc3n2)cc(OC)c1OC | 3 | 6 | -2 | 2.1 | 1 | -8 | -5 | 8 | 5
Cc1ccc(C2N(c3ccccc3)C(=S)N3CCCN23)cc1 (stereo unspecified) | -6 | 1 | 5 | -1.5 | -2 | 4 | 2 | 3 | 4
Cc1ccc(C)c(C(=O)NC(C)c2ccc(-n3ccnc3)cc2)c1 (stereo unspecified) | 8 | 5 | 2 | -3.5 | -9 | -1 | -8 | 2 | 78*
Cc1ccc(C)c(S(=O)(=O)/N=C(/Nc2ccccc2)c2ccccc2)c1 | 0 | · | 6 | · | 4 | · | · | · | -1
COC(=O)c1ccc(/C=C/c2nc3ccccc3c(=O)[nH]2)cc1 | 0 | 0 | 0 | -1.3 | -2 | -14 | -9 | 5 | 0
Cc1cc(NC(=O)CSc2nnnn2-c2ccccc2C)no1 | -1 | 1 | -1 | -0.7 | -2 | 0 | 5 | 7 | 31
COc1ccc(-n2nc(C(=O)NCC(=O)NCc3ccccc3OC)c3ccccc3c2=O)c(OC)c1 | 6 | -4 | -1 | -0.9 | 2 | 3 | 1 | -2 | -1
Cc1nn(CCO)c(C)c1Oc1ccccc1O | 9 | 3 | 0 | -2.3 | 3 | 1 | -3 | 4 | -1
CCOC(=O)c1[nH]c2ccccc2c1CCCN1C(=O)c2ccccc2C1=O | 0 | 4 | 2 | 1.2 | 2 | 0 | -3 | 6 | 2
OC1(c2ccc(Cl)cc2)CN(c2ccccc2)C2=[N+]1CCS2 (stereo unspecified) | 2 | 5 | 3 | 0.6 | -1 | -1 | -2 | 2 | -3
Brc1ccc(-c2noc(C3CCCCC3)n2)cc1 | 1 | 1 | -1 | -1.3 | 4 | 3 | 9 | 2 | 3
Cc1ccc(-c2noc(C3CCCN(C(=O)c4ccccc4Br)C3)n2)cc1 (stereo unspecified) | 0 | 8 | -4 | -3.8 | -2 | -4 | 6 | 3 | -2
O=C(COc1ccc2ccccc2c1)NNC(=O)Cc1ccccc1 | 2 | -1 | -2 | -1.6 | 2 | 1 | -6 | 4 | 0
CCCNC(=O)C1CC(c2ccccc2[N+](=O)[O-])=NO1 (stereo unspecified) | 0 | 12 | 4 | 0.0 | 2 | 2 | -4 | 9 | 34
COc1ccc(CNS(=O)(=O)c2cc(-c3cc(C)no3)ccc2C(C)C)cc1 | 10 | -4 | 6 | -3.3 | 6 | 0 | -4 | 9 | 8
Cc1cccc(N2CCN(C(=O)C3CCN(c4ncnc5c4nc4n5CCCCC4)CC3)CC2)c1C | 7 | 3 | 1 | 2.1 | 9 | -2 | 5 | 2 | -1
COc1ccc(NC(=O)C2CCCN(c3nc(C)cc(C)n3)C2)cc1 (stereo unspecified) | 12 | 1 | 5 | -2.0 | 1 | -5 | -6 | -6 | 1
CN(C1CCS(=O)(=O)C1)S(=O)(=O)c1ccccc1[N+](=O)[O-] (stereo unspecified) | 1 | 8 | 0 | 1.4 | -3 | -2 | -1 | -4 | 2
CCCCCCn1c(N2CCN(c3ccccc3)CC2)nc2c1c(=O)[nH]c(=O)n2C | 9 | 7 | 2 | 0.5 | 2 | 2 | 1 | 6 | -1
CCC(C)NS(=O)(=O)c1ccc(OCC(=O)NCc2ccccn2)cc1 (stereo unspecified) | -5 | -6 | 2 | 0.3 | 5 | 0 | 1 | -2 | -3
CC(C)(C)NC(=O)c1ccc2c(c1)N(CC(=O)N1CCCC1)C(=O)C(C)(C)O2 | -3 | -4 | -3 | 0.9 | 7 | -1 | -3 | 6 | 0
CC1(C)Cc2c(sc(/N=C/N3CCCC3)c2C#N)C(C)(C)N1 | 0 | 11 | 5 | 1.6 | 6 | 0 | 0 | 5 | -1
Cc1ccc(-n2nc(C)c(/C=N/n3c(C)n[nH]c3=S)c2Cl)cc1 | 2 | -25 | 5 | 1.1 | -1 | 4 | -1 | -28 | 0
O=C(NCc1ccco1)c1ccc(COc2ccccc2[N+](=O)[O-])o1 | -1 | 2 | 0 | -0.4 | 4 | -1 | 5 | 0 | 4
O=C1C(C23CC4CC(CC(C4)C2)C3)C(=O)N(c2ccccc2)N1c1ccccc1 | 3 | 5 | 5 | -2.3 | 5 | 9 | -2 | 1 | 0
COc1cc2c(cc1OC)CN(C(=O)CCN1C(=O)C3CCCCC3C1=O)CC2 (stereo unspecified) | 2 | 3 | -1 | 1.6 | 3 | 1 | -3 | -2 | 0
COc1ccc(C[C@H]2CN3C(=NC[C@@H]3Cc3ccccc3)N2CCNC(=O)c2ccc(C)c(Br)c2)cc1 | -2 | 7 | 5 | 0.5 | -1 | 3 | -1 | 7 | -2
CCCN(CC(=O)Nc1ccccc1C)C(=O)c1cc(=O)[nH]c2ccccc12 | 4 | -2 | 4 | 3.7 | 2 | 1 | -7 | 3 | 2
Cc1cccc(NC2(C(F)(F)F)N=C3SCCN3C2=O)n1 (stereo unspecified) | 5 | 10 | 6 | -1.3 | -2 | 3 | 1 | 4 | -2
Cc1ccc(NC(=O)/C(CN(C)C)=N\O)cc1 | -2 | -5 | 5 | · | 4 | 1 | 2 | 3 | 19
Cc1ccccc1CNc1ncnc2cc(Cl)ccc12 | -1 | 8 | 4 | 2.2 | 2 | 1 | -2 | 4 | 31
CC1=C(C)CC(C(=O)NNC(=O)c2ccccc2O)C(C(=O)O)C1 (stereo unspecified) | 4 | 33 | 3 | 1.7 | 7 | 1 | 1 | 12 | 28
C/[N+]([O-])=C\C1C(=O)CCCC1=O | -6 | 0 | 3 | 1.8 | -7 | 2 | 0 | 2 | 2
COC(=O)C1C(C(C)C)N(c2ccccc2)OC1(C)O (stereo unspecified) | 6 | 11 | 6 | -1.1 | 7 | 2 | 1 | 3 | 2
CCS(=O)(=O)N1CCC(C(=O)Nc2cccc(C(C)=O)c2)CC1 | -6 | -4 | -2 | -1.3 | -7 | -5 | 1 | -1 | 2
CCOc1ccc(/C=N/NC(=O)CSc2ccccn2)cc1O | 8 | 5 | 2 | 2.5 | 3 | -3 | -5 | 7 | 20
COc1ccc(CSc2nnc(C)n2N)cc1 | 5 | 4 | 4 | -0.8 | -3 | 6 | -2 | 4 | 3
Fc1ccc(N/N=C/c2ccc(N3CCOCC3)cc2)c(F)c1 | 7 | 0 | -7 | -2.9 | 8 | 0 | 4 | 5 | 24
CC(NC(=O)CCCc1c[nH]c2ccccc12)c1ccc(F)cc1 (stereo unspecified) | 2 | -7 | 3 | 0.2 | 1 | -2 | 1 | -3 | 14
COc1ccc(Cl)cc1N(C(C)C(=O)NC1CCCC1)S(C)(=O)=O (stereo unspecified) | 1 | 7 | 1 | -2.7 | 6 | 0 | -3 | 7 | -2
Cc1ccc(OCC(=O)Nc2sc3c(c2C#N)CCC3)cc1 | -1 | -1 | 0 | -1.9 | 8 | 0 | -2 | 3 | -4
COc1cccc(CC(=O)Nc2nccs2)c1 | 4 | 3 | -3 | · | -4 | 2 | -1 | 2 | 2
O=c1cc(-c2ccccc2Cl)oc2c(NS(=O)(=O)c3ccccc3OC(F)(F)F)ccc(O)c12 | 13 | 0 | 16 | 0.3 | 8 | -3 | -20 | 0 | 30
CC(Oc1ccc2c3c(c(=O)oc2c1)CCC3)C(=O)NCCCn1ccnc1 (stereo unspecified) | 7 | 1 | 1 | 3.2 | 2 | 3 | 3 | 2 | 1

A second format for part of the listing above:
Below each compound – GLD-1 TGE inh | MCL1 BIM primary | PAFAH1B2 inh | MEX-5 binding | pPAFAH FP inh | Fam108B counter | PME-1 primary | Bcl-xL primary | AHR activator
> COc1cccc(CC(=O)Nc2nccs2)c1
 : 4 | 3 | -3 | · | -4 | 2 | -1 | 2 | 2
> O=c1cc(-c2ccccc2Cl)oc2c(NS(=O)(=O)c3ccccc3OC(F)(F)F)ccc(O)c12
 : 13 | 0 | 16 | 0.3 | 8 | -3 | -20 | 0 | 30
> CC(Oc1ccc2c3c(c(=O)oc2c1)CCC3)C(=O)NCCCn1ccnc1 (stereo unspecified)
 : 7 | 1 | 1 | 3.2 | 2 | 3 | 3 | 2 | 1

The list goes on:
SMILES | GLD-1 TGE inh | MCL1 BIM primary | PAFAH1B2 inh | MEX-5 binding | pPAFAH FP inh | Fam108B counter | PME-1 primary | Bcl-xL primary | AHR activator
COc1cc(C(=O)NCCNC(=O)c2cnccn2)cc(OC)c1OC | -1 | -3 | -2 | -0.5 | -4 | -2 | -4 | -2 | 1
CC(C)c1ccc(N2C(=O)CC(Sc3nc4ccccc4o3)C2=O)cc1 (stereo unspecified) | 4 | -15 | 26* | 1.5 | 5 | 4 | -1 | -7 | 2
Cc1cc(C(=O)NCc2ccco2)no1 | 6 | 5 | 1 | -2.2 | -3 | 4 | -1 | 4 | 4
CCCCN1CC[C@H]2C=CC[C@@H](C(=O)NCc3ccc(OC)cc3)[C@H]2C1=O | 0 | 5 | 3 | 2.0 | -2 | 3 | -1 | 7 | 36
COc1cccc(/C=N/NC(=O)c2ccc(-c3ccccc3)cc2)c1O | 15 | 18 | 3 | 1.1 | 15 | 6 | -7 | 7 | 0
CC(=O)Nc1ccc(NC(=O)CN(c2ccc(C(C)C)cc2)S(=O)(=O)c2ccccc2)cc1 | 1 | 5 | -2 | -0.8 | 5 | 2 | -2 | 4 | 3
CCOc1ccc(OCC)c(NC(=O)C2CCCN(S(=O)(=O)c3cnc[nH]3)C2)c1 (stereo unspecified) | 4 | 1 | 4 | -1.5 | 0 | 5 | -5 | 4 | 14
COCCn1nnnc1C(c1ccccn1)N1CCN(c2cc(C)ccc2C)CC1 (stereo unspecified) | -1 | -1 | 3 | -0.2 | -5 | -6 | 3 | -1 | 1
O=C(Nc1nccs1)c1ccccc1[N+](=O)[O-] | 9 | 9 | 1 | -1.7 | -2 | 2 | 0 | 2 | 7
CCc1ccc(N=Nc2ccc(O)c3[nH]cnc23)cc1 | -29 | -56 | 2 | · | 7 | · | 3 | -40 | 101*
O=C(Nc1cccc([N+](=O)[O-])c1)c1ccn[nH]1 | 0 | 5 | 0 | -0.4 | 3 | 0 | 3 | 14 | 3
O=C1CCC(=O)N1CCOP1(=O)COc2ccccc2OC1 | 1 | 4 | -6 | -1.0 | 0 | 2 | -7 | 5 | 0

The list is partial (hit frequency here may not be typical).
